E-sel TNF inh = blocks E-selectin expression induced by TNF alpha; HUVEC TNFa-induced E-selectin immunofluorescence, high content; 0.71% of 120,000 active; inhibition, % at 2 µM;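 active means inhibition above the batch mean plus 3 SD, and confirmed as a hit on visual image review, cut at about 43% in these data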;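 further: 0% = TNF-stimulated DMSO wells and 100% = unstimulated control wells; not every result past the cut was called active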
Yeast lifespan up = extends the lifespan of yeast | S. cerevisiae growth with nicotinamide, OD615; deaD strain in restrictive glucose medium | inhibition of the nicotinamide effect, % at 10 µM | 0.68% of 130,000 active;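 active means inhibition above a set limit, placed 3 SD over the median of all compounds, cut at about 26% in these data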;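 further: 0% = nicotinamide-treated wells and 100% = cells grown without nicotinamide; some compounds called inactive have numbers as strong as hits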
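Material: Modified budding yeast, DeaD strain | Medium: Restrictive glucose medium | Probe or stimulus: 1.5 mM nicotinamide | Dosing: Single dose 10 µM compound, 0.25% DMSO | Times: 48 h at 30 °C | Technique: OD615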
bCat KO growth = beta-catenin-lacking colon tumor cell growth suppression; HCT116 beta-catenin knockout viability, CellTiter-Glo, 60 h; stronger effect = lower value; AID 818; viability, % at 10 µM; 1.5% of 140,000 active;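 active means viability at or under a set limit, the compound median less 4 SD, cut at about 6% in these data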;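 further: 0% = Hyamine 1622 control at 20 µM and 100% = untreated cell control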
Phagocytosis inh = macrophage phagocytosis inhibition; J774A.1 macrophage IgG-bead phagocytosis, imaging; inhibition, % at 5 µM; 0.07% of 110,000 active; AID 1029;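 active means inhibition above the mean of the plate negative controls plus 5 SD, cut at about 13% in these data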;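 further: phagocytic index as fraction of beads internalized from green versus red external bead signal; plate controls were DMSO negative control for no effect and cytochalasin-D positive control for full effect; some results beyond the cut were filed as inactive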
HCT116 PTEN-null = growth suppressors of cells with PTEN tumor suppressor deletion | HCT116 PTEN-null viability, CellTiter-Glo, 60 h; stronger effect = lower value | viability, % at 10 µM | 1.2% of 140,000 active;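 active means viability at or below a set limit, 4 SD under the median of all tested compounds, cut at about 3.7% in these data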;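 further: PTEN knockout HCT116 line with beta catenin targeted HCT116 as companion control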
Yeast growth inh = reduces growth of yeast BB579 in restrictive medium. S. cerevisiae BB579 growth, OD615, 48 h. inhibition, % at 10 µM. 0.51% of 140,000 active;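 active means inhibition above a set limit, 3 SD over the mean compound inhibition, cut at about 44% in these data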; further: inactives centre near -24
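Material: Saccharomyces cerevisiae DeaD strain BB579, replicative lifespan model yeast; buffer or medium: CSMM-D restrictive synthetic medium containing dextrose (glucose); compound: 10 µM single dose, DMSO 0.25%; timing: 48 h compound exposure at 30 °C after 4 h preincubation; signal: turbidity as optical density at 615 nm; benchmarks: positive control amphotericin B 10 µg/mL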
MRP1 act = activates MRP-1; H69AR cells + doxorubicin, viability rescue, CellTiter-Glo; viability increase, % at 10 µM; 0.61% of 140,000 active; AID 799;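 active means viability gain under doxorubicin at or above a set limit, the compound median plus 3 SD, cut at about 4.7% in these data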;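 further: MRP-1 overexpressing cells given doxorubicin 25 µM after compound pretreatment; 18-22 h compound pretreatment then 72 h with doxorubicin before readout; 0% = doxorubicin-only wells and 100% = vehicle-treated cells without doxorubicin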
GALR2 antag = antagonists of human galanin receptor 2 (GALR2); GALR2-expressing cells, antagonist mode; 0.39% of 140,000 active; O43603; inhibition, % at 4 µM; in the data active means inhibition above about 27%;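 further: cells stimulated with galanin 1-16 at roughly its EC80; 0% = agonist challenge control and 100% = basal control without agonist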
Target sequence (O43603 whole entry, looked up): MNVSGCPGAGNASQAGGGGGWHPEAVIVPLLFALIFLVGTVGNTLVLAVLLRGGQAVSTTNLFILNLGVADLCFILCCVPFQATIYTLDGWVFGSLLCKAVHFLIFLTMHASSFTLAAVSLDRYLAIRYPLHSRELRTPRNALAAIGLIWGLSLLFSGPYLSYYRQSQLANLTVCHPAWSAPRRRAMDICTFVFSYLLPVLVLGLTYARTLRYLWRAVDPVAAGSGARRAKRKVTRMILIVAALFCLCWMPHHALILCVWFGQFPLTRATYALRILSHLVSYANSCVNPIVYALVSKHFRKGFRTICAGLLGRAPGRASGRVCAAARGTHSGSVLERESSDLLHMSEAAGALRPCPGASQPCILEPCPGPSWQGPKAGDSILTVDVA
NPY Y2 blocker = antagonists of human neuropeptide Y receptor Y2; P49146; NPY-Y2 expressing cells, antagonist mode; inhibition, % at 2.7 µM; 0.99% of 140,000 active; in the data active means inhibition above about 17%;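 further: 0% = vehicle with agonist challenge and 100% = reference antagonist with challenge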
Target sequence (P49146 whole entry, looked up): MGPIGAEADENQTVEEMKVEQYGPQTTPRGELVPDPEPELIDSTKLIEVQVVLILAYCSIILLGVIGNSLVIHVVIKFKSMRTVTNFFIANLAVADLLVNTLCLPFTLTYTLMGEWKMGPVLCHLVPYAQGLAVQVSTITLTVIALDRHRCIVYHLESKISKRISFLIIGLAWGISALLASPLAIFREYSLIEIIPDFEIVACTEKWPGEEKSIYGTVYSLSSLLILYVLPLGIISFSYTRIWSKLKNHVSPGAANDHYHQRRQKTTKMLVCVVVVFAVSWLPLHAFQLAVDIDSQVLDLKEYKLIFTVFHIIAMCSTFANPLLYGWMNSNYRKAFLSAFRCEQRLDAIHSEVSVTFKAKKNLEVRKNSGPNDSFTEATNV
Measles CPE = protection of cells from measles virus; Measles virus-infected cells, CPE protection, absorbance; protection (pct of control), % at 4 µM; 1.5% of 140,000 active; AID 841; in the data active means protection mostly above about 24%, no sharp cut-off; inactive means mostly below about 26%; further: some compounds called inactive have numbers as strong as hits
Active calls of the source: *; . = no result given; & = joins results of further samples.

The first twelve entries, to show the layout:
Second line of a record: E-sel TNF inh, Yeast lifespan up, bCat KO growth, Phagocytosis inh, HCT116 PTEN-null, Yeast growth inh, MRP1 act, GALR2 antag, NPY Y2 blocker, Measles CPE
- Cc1ccc(C)c(N2CCN(C(=O)C3CCCN(S(=O)(=O)c4cnc[nH]4)C3)CC2)c1 (centres undefined)
→ ., -8, 74, 0, 64, -9, 1.8, -7, 0, 33
- Cc1ccc(-c2nc3n(n2)Cc2ccccc2-3)cc1
→ -7, ., 69, ., 78, -19, -3.9, 12, 0, 7
- O=C(c1cc2ccccc2oc1=O)N1CCN(CCc2ccccc2)CC1
→ -36, -5, 83, -1, 76, -22, -1.3, 3, 2, 1
- CC(C)(C)NC(=O)CSc1nnc(-c2ccco2)n1Cc1ccco1
→ -3, -1, 92, -4, 106, -10, -2.9, 6, 3, 4
- CCc1nnc(NC=C2C(=O)OC(C)(C)OC2=O)s1
→ 36, -9, 88, ., 93, -12, 1.5, 9, 0, 4
- CC(=O)/C(C(=N)N1CCN(c2cccc(Cl)c2)CC1)=C(\C)O
→ 10, -10, 97, -1, 105, -6, -0.1, 7, 4, 5
- Clc1ccc(CSc2nnc(-c3cccnc3)o2)cc1
→ -1, -12, 108, -3, 101, -65, -0.2, 9, 1, 1
- C/C(=N/NC(=O)c1cc(Cl)ccc1O)C12CC3CC(CC(C3)C1)C2
→ 10, -2, 88, ., 84, -25, 0.3, 8, 3, 39
- Cc1ccccc1N/C=C/C(=C(C#N)C#N)N(C)C
→ -8, -15, 101, -5, 97, 2, -2.1, 1, -2, 12
- CCCCn1cnc2c1c(=O)[nH]c(=O)n2CCCC
→ -5, -11, 83, 1, 99&96, -53, -0.2, 4, 3, 3
- COc1cc(C2NC(=O)N(C)C3=C2C(=O)CCC3)cc(OC)c1OC (centres undefined)
→ ., -6, 95, 3, 104, -13, -0.9, 1, 1, 6
- O=S1(=O)NC(=NCc2ccco2)c2ccccc21
→ 16, -14, 83, -1, 85, -28, -3.4, -3, 1, 18

The list itself (from the top)
Second line of a record: E-sel TNF inh, Yeast lifespan up, bCat KO growth, Phagocytosis inh, HCT116 PTEN-null, Yeast growth inh, MRP1 act, GALR2 antag, NPY Y2 blocker, Measles CPE
- Cc1ccc(C)c(N2CCN(C(=O)C3CCCN(S(=O)(=O)c4cnc[nH]4)C3)CC2)c1 (centres undefined)
→ ., -8, 74, 0, 64, -9, 1.8, -7, 0, 33
- Cc1ccc(-c2nc3n(n2)Cc2ccccc2-3)cc1
→ -7, ., 69, ., 78, -19, -3.9, 12, 0, 7
- O=C(c1cc2ccccc2oc1=O)N1CCN(CCc2ccccc2)CC1
→ -36, -5, 83, -1, 76, -22, -1.3, 3, 2, 1
- CC(C)(C)NC(=O)CSc1nnc(-c2ccco2)n1Cc1ccco1
→ -3, -1, 92, -4, 106, -10, -2.9, 6, 3, 4
- CCc1nnc(NC=C2C(=O)OC(C)(C)OC2=O)s1
→ 36, -9, 88, ., 93, -12, 1.5, 9, 0, 4
- CC(=O)/C(C(=N)N1CCN(c2cccc(Cl)c2)CC1)=C(\C)O
→ 10, -10, 97, -1, 105, -6, -0.1, 7, 4, 5
- Clc1ccc(CSc2nnc(-c3cccnc3)o2)cc1
→ -1, -12, 108, -3, 101, -65, -0.2, 9, 1, 1
- C/C(=N/NC(=O)c1cc(Cl)ccc1O)C12CC3CC(CC(C3)C1)C2
→ 10, -2, 88, ., 84, -25, 0.3, 8, 3, 39
- Cc1ccccc1N/C=C/C(=C(C#N)C#N)N(C)C
→ -8, -15, 101, -5, 97, 2, -2.1, 1, -2, 12
- CCCCn1cnc2c1c(=O)[nH]c(=O)n2CCCC
→ -5, -11, 83, 1, 99&96, -53, -0.2, 4, 3, 3
- COc1cc(C2NC(=O)N(C)C3=C2C(=O)CCC3)cc(OC)c1OC (centres undefined)
→ ., -6, 95, 3, 104, -13, -0.9, 1, 1, 6
- O=S1(=O)NC(=NCc2ccco2)c2ccccc21
→ 16, -14, 83, -1, 85, -28, -3.4, -3, 1, 18
- COc1cc(/C=C(/C#N)c2ccc(C)cc2)ccc1Oc1ccc([N+](=O)[O-])cn1
→ -35, -6, 74, 0, 74, -89, 2.5, -3, 3, 11
- CCN(CC)C(=O)CSc1nnc(CNc2ccc(F)cc2)o1
→ 0, -4, 94, ., 103, -13, 0.0, 5, 1, 18
- COc1ccc(S(=O)(=O)Cc2ccc(C(=O)N3CCN(c4ccccc4F)CC3)o2)cc1
→ ., -8, 89, 0, 83, -15, 0.1, -1, 5, 8
- O=C(Nc1ccc(-c2nc3ccccc3c(=O)o2)cc1)c1ccco1
→ 8, -6, 97, -10, 98, -30, 1.5, -1, 3, 9
- COc1ccc(-c2nsc3c(N4CCN(C(=O)c5ccco5)CC4)ncnc23)cc1
→ ., -26, 99, 4, 113, 7, -2.6, -3, 1, 5
- O=C(Cn1nnc2ccccc21)N/N=C/c1ccco1
→ 15, 3, 100, -9, 109, -13, 0.2, -1, -2, 9
- Cc1cccc2cc3c(N)c(C(=O)N4CCc5ccccc54)sc3nc12
→ ., -3, 15, -5, 16, -36, -2.1, 22, 10, 3
- N#CCCn1cc(/C=N/O)c(-c2ccc(F)cc2)n1
→ 51, -3, 98, 0, 97, -32, -1.4, 8, 0, 14
- COc1ccc(S(=O)(=O)NCc2csc(-c3cccnc3)n2)cc1
→ 70*, -9, 98, 0, 100, -23, -2.1, -6, 6, -1
- CCOC(=O)N1CCN(C(=O)c2ccc(Cl)c(S(=O)(=O)N3CCOCC3)c2)CC1
→ ., -6, 101, ., ., -42, -0.7, 8, 3, 3
- O=C(CNC(=O)c1cccc(F)c1)N/N=C/c1cc(Br)ccc1OC(=O)/C=C/c1ccco1
→ ., 1, 8, -4, 8, -79, 1.6, 0, 4, 8
- CN1CCN(c2ccc(NC(=O)COc3ccc(Cl)cc3Cl)cc2)CC1
→ 3, -8, 41, 0, 32, -10, -5.5, -3, 1, 14
- CCN(CC(=O)Nc1cccc(OC)c1)C(=O)c1ccc(C)s1
→ 7, -17, 107, 0, 93, -29, -3.5, -2, 3, 18
- CCOC(=O)C(C)(C)N(Cc1ccc(C)cc1)S(=O)(=O)c1ccc(Cl)c([N+](=O)[O-])c1
→ -4, -3, 0.9*, -9, 0.8*, -25, -6.8, -4, 0, 9
- Cc1nn(C)c(C)c1/C=C/C(=O)c1ccccc1
→ 31, -11, 93, -1, 91, 10, -1.6, -2, 2, 16
- Cc1nn2c(c1-c1ccc(Cl)cc1)N=C(c1ccco1)CC2c1ccccc1 (centres undefined)
→ 1, -19, 81, ., 83, -54, -4.8, -12, 2, 6
- O=C(NCc1cccnc1)C(=O)NCC(c1ccco1)N1CCN(c2ccc(F)cc2)CC1 (centres undefined)
→ ., 11, 97, -4, 99, -4, 0.6, 8, -2, 30
- Nc1nnc(SCC(=O)N2CCN(c3ccccc3)CC2)n1-c1ccccc1
→ 2, -12, 99, ., 98, -44, -0.3, 10, 3, 13
- O=C(Nc1ccccc1F)C1CCN(C(=O)Cc2ccccc2)CC1
→ 14, -12, 95, -1, 93, -34, -0.7, -13, -2, 7
- COc1ccc(-n2nc(C(=O)N3CCN(Cc4ccc5c(c4)OCO5)CC3)c3ccccc3c2=O)cc1
→ -81, -4, 97, -3, 86, -1, -3.4, 13, 17, 29
- O=C(COc1ccc2ccccc2c1)N1CCN(C(=O)c2cccs2)CC1
→ 7, ., 90, ., 89, -42, -2.6, -8, 3, 10
- Cc1nn(-c2ccccc2)c(Cl)c1/C=N\NC(=O)c1cnccn1
→ -8, -2, 72, -3, 80, -38, -1.6, -3, 1, 2
- CCN(CC)S(=O)(=O)c1ccc2c(c1)C(=NO)c1cc(S(=O)(=O)N(CC)CC)ccc1-2
→ -10, ., 1.3*, ., 2.8*, -46, -7.6, 21, 7, 5
- Cc1cc(C)cc(OCc2nnc(SCC(=O)OC(C)C)o2)c1
→ -55, 2, 103, ., 119, -26, -0.5, 4, 3, 15
- COc1ccc(CN2C3CCCC2CC(NC(=O)Nc2ccccc2)C3)cc1 (centres undefined)
→ 25, ., 91, ., 90, -12, -0.8, 3, 2, 17
- Cc1cccc(C)c1-n1c(SCC(=O)N2CC(=O)Nc3ccccc32)nc2ccccc2c1=O
→ ., 5, 79, -11, 68, -14, -0.4, -10, 4, 24
- CC(C)c1ccccc1NC(=O)CCCC(=O)O
→ -9, 0, 92, ., 91, -14, -1.5, 0, 0, 13
- N=C1S/C(=C\c2ccc(-c3cccc(Cl)c3)o2)C(=O)N1c1nccs1
→ 52, 2, 5.4*, 5, 2.9*, -23, -4.9, -10, 0, 11
- Cc1ccc(C(=O)Oc2oc(-c3ccco3)nc2C=Nc2ccccc2)cc1
→ 3, -4, 93, 2, 92, -17, 0.1, 9, -1, 23
- CCOC(=O)C1=NN(c2ccccc2)C2(S1)SC(C(C)=O)=C(C)N2c1ccccc1 (centres undefined)
→ -2, 2, 79, -2, 77, -59, -4.1, -7, 6, 31
- Cc1nn(-c2c(Cl)cc(Cl)cc2Cl)c(=O)c2ccccc12
→ -1, 49*, 73, 1, 76, -6, -2.3, 1, 2, 23
- CCOC(=O)c1c(NC(=O)/C=C/c2ccc3c(c2)OCO3)sc(C)c1CC
→ 9, -8, 100, -2, 93, -22, 0.9, -5, 0, 2
- Cc1ccc(C)c(N(CC(=O)NC2CCCC2)C(=O)CCCC(=O)Nc2ccccn2)c1
→ -53, -5, 81, ., 90, -28, -2.6, 19, 14, 15
- CC1CC(=O)c2cnc(Nc3ccccc3)nc2C1 (centres undefined)
→ -17, -14, 91, -2, 94, 21, 0.7, 4, 5, 37
- O=C(Cc1sc(-c2ccccc2)nc1-c1ccccc1)Nc1ccccc1
→ ., -7, 69, -1, 75, -62, 0.6, -7, 1, 10
- CCCCNC(=O)c1cc2nc3c(c(C(F)(F)F)n2n1)CCc1ccccc1-3
→ 20, -9, 86, ., 93, -29, -0.4, 2, 3, 0
- O=C(c1csc2ccccc12)N1CCN(c2ccccn2)CC1
→ -13, -5, 105, 0, 105, -53, 1.3, -2, -2, .
- CCOC(=O)C1=C(C)NC(SCC(=O)Nc2nc(C)cs2)=C(C#N)C1c1cccs1 (centres undefined)
→ ., 7, 41, 1, 19, -11, -3.4, -9, 9, 13
- O=C(NCN1C(=O)C2C3C=CC(C3)C2C1=O)Nc1nccs1 (centres undefined)
→ -8, 0, 93, ., 95, -37, -0.4, 5, 2, 11
- Cn1nnc(NC(=O)C(c2ccccc2)c2ccccc2)n1
→ -6, 0, 96, 1, 101, -77, -0.7, 1, 0, 3
- CC(C)CC(NC(=O)C1CCC(C)CC1)C(=O)NCc1cccnc1 (centres undefined)
→ 7, 1, 101, 1, 98, 13, -0.7, 5, 0, 6
- COc1cccc(-c2nc(N3CCCCC3C)c3ccccc3n2)c1O (centres undefined)
→ 12, -14, 81, 0, 84, -52, -1.2, -5, 4, 21

Source: PubChem BioAssay (several laboratories)
